TrxR1 substrate: qHTS Assay for Substrates of Mammalian Selenoprotein Thioredoxin Reductase 1 (TrxR1): qHTS; Thioredoxin reductase 1, cytoplasmic (Rattus norvegicus), O89049; purified TrxR1 substrate turnover, NADPH consumption readout; Potency, µM (doses to about 114 µM), for the others: at the highest dose activity change, negative = substrate turnover; hit rate 0.01% among 390,000; AID 588456, 2011; further: potency means the concentration at half of the fitted maximal effect; on the % scale 0 is the no-effect control and ±100 the full control effect; nearly all actives have a fitted effect of over 50% in size
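Rat TrxR1, dispensed at 90 nM, was prereduced with 400 uM NADPH (final) for 5 min at ~22 deg C, then incubated with compound 15 min before 400 uM selenite. A first-read NADPH fluorescence drop versus no-compound background flagged substrates.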
Vif-APOBEC3G blk: qHTS for Inhibitors of Vif-A3G Interactions: qHTS | DNA dC->dU-editing enzyme APOBEC-3G (Homo sapiens), Q9HC16 | Potency, µM (highest dose often 46.1 µM), for inactives: top-dose activity, negative = active, usual class: inhibitors | HeLa A3G-eYFP + Vif (tagged APOBEC3G with the HIV-1 protein that degrades it), YFP fluorescence, overnight | hit rate 0.076% among 410,000;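 further: potency means the concentration at half of the fitted maximal effect; on the % scale 0 is the no-effect control and ±100 the full control effect; nearly all actives have a fitted effect of over 60% in size; hits raise eYFP signal because A3G escapes Vif-driven loss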
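HeLa cells stably expressing Vif and C-terminally eYFP-tagged A3G, seeded overnight at 37 deg C, then exposed to compound by pintool overnight at 37 deg C. Rise in yellow fluorescence (Ex 488/Em 500-530, Acumen) marks blocked Vif-driven A3G degradation.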
Vif-A3F inh: qHTS for Inhibitors of Vif-A3F Interactions: qHTS; HeLa A3F-eYFP + Vif (tagged APOBEC3F with the HIV-1 protein that degrades it), YFP fluorescence increase; Potency, µM (titrated, usually from 46.1 µM), inactives show top-dose activity, negative = active; hit rate 0.2% among 390,000; AID 602313, 2012; further: potency means the concentration at half of the fitted maximal effect; % of control where 0% means no effect; nearly all actives have a fitted effect of over 65% in size
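HeLa cells stably expressing Vif plus C-terminally eYFP-tagged A3F were seeded, incubated overnight at 37 deg C, dosed with compound, incubated overnight again at 37 deg C. Yellow fluorescence (Ex 488/Em 500-530) reported blocked Vif-mediated A3F-eYFP degradation.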
IDH1 R132H inh: qHTS for Inhibitors of mutant isocitrate dehydrogenase 1 (IDH1): qHTS; IDH1-R132H enzyme, NADPH consumption, diaphorase/resazurin fluorescence; Potency, µM (top dose mostly 76.6 µM), inactives show at the top dose activity change, negative = inhibition, actives largely listed as inhibitors; hit rate 0.093% among 390,000; further: potency means the concentration at half of the fitted maximal effect; on the % scale 0 is the no-effect control and ±100 the full control effect; nearly all actives have a fitted effect of over 65% in size
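IDH1-R132H (0.5 ug/mL dispensed) in pH 7.5 Tris buffer was preincubated 30 min with compound, then given a substrate mix of 0.016 mM NADPH and 2 mM alpha-KG for 80 min at room temperature; remaining NADPH was read by diaphorase/resazurin fluorescence.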
USP1 inh: Inhibitors of USP1/UAF1: Primary Screen; Ubiquitin carboxyl-terminal hydrolase 1 (Homo sapiens), O94782; recombinant USP1/UAF1, Ub-Rhodamine cleavage fluorescence; Potency, µM (top dose mostly 57.1 µM), for inactives: top-dose activity change, negative = inhibition, usual class: inhibitors; hit rate 0.23% among 390,000; AID 743255, 2014; further: potency means the concentration at half of the fitted maximal effect; on the % scale 0 is the no-effect control and ±100 the full control effect; nearly all actives have a fitted effect of over 60% in size; inactives centre near -12
Target sequence (O94782 whole entry, looked up): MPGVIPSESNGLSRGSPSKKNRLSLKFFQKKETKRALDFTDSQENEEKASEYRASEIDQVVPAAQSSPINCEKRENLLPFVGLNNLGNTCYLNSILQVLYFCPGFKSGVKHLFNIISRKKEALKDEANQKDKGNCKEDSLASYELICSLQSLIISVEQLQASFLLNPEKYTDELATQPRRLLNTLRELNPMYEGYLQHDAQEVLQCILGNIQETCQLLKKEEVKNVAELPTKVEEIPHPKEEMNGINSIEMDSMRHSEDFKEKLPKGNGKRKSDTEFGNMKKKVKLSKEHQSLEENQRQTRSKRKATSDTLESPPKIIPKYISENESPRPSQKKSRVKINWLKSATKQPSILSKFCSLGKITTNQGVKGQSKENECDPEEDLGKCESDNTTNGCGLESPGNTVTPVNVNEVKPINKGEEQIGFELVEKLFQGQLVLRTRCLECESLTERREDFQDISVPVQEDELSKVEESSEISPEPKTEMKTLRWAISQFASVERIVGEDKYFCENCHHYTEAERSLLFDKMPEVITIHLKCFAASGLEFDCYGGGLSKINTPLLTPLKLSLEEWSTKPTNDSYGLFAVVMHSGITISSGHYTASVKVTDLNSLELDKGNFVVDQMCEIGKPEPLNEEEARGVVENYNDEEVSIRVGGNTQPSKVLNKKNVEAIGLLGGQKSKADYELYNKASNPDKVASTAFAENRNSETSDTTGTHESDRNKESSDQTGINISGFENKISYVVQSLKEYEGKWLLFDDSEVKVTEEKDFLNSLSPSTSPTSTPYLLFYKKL
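1 nM enzyme complex + cpd, 15 min RT; start with Ub-Rho 150nM final; kinetic fluorescence ex 480/em 540, 6 reads q60 s. Buffer 50mM HEPES pH 7.8, 0.5mM EDTA, 0.1 mg/ml BSA, 1mM TCEP, 0.01% Tween-20.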
TrxR1 inh: qHTS Assay for Inhibitors of Mammalian Selenoprotein Thioredoxin Reductase 1 (TrxR1): qHTS | Thioredoxin reductase 1, cytoplasmic (Rattus norvegicus), O89049 | recombinant rTrxR1, NADPH fluorescence consumption, selenite substrate | Potency, µM (titrated, usually from 114 µM), inactives show top-dose activity change, negative = inhibition, actives largely listed as inhibitors | hit rate 1% among 390,000; further: potency means the concentration at half of the fitted maximal effect; on the % scale 0 is the no-effect control and ±100 the full control effect; nearly all actives have a fitted effect of over 65% in size
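Rat TrxR1 (90 nM in the dispensed reagent) was pre-reduced with 400 uM NADPH for 5 min at room temperature, then incubated with compound for 15 min. After 400 uM selenite was added, NADPH fluorescence (Ex 340/Em 450 nm) was followed for 8 min.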
RGS4 inhibitor: Inhibitors of Regulator of G Protein Signaling (RGS) 4: qHTS; Regulator of G-protein signaling 4 (Homo sapiens), P49798; Transcreener GDP fluorescence polarization, RGS4-accelerated GTP hydrolysis; Potency, µM (top dose mostly 114 µM), inactives show top-dose activity change, negative = inhibition, actives largely listed as inhibitors; hit rate 0.039% among 390,000; AID 504845, 2011; further: potency means the concentration at half of the fitted maximal effect; on the % scale 0 is the no-effect control and ±100 the full control effect; nearly all actives have a fitted effect of over 75% in size; some results filed as inactive show a strong effect at the top dose
Target sequence (P49798 whole entry, looked up): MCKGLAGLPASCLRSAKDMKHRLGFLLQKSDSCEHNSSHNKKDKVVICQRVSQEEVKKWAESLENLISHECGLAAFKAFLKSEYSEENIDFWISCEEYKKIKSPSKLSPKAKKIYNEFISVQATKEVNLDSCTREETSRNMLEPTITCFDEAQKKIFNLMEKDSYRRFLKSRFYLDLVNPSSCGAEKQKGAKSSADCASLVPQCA
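MLSMR compounds (23 nl, pin-transferred) preincubated 10 min at room temperature with a 500nM (2x) first reagent, then RGS4 at 900nM (2x) plus Transcreener GDP mix added; fluorescence polarization (620/688 nm) read before and after 90 min at 30 °C.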
LDHA block: qHTS assay for inhibitors of human lactate dehydrogenase; activity change, % (values are at about 110 or 230 µM); purified LDHA, NADH/diaphorase-resazurin fluorescence; active compounds read low; AID 1347041, 2019; hit rate 0.15% among 480,000; L-lactate dehydrogenase A chain (Homo sapiens), P00338; in the data active means activity change below about -30%; inconclusive means mostly about -25% to -30%;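 further: plate controls were DMSO wells for no effect and wells without enzyme for full effect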
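Resorufin fluorescence (ex540/em590), read at 0 and 20 min after diaphorase/resazurin addition, reports the NADH left after a 5 min room-temperature reaction of 2 nM human LDH5 with 0.06 mM NADH and 0.2 mM pyruvate.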
Glioma ERSR ind: qHTS for Inducers of the Endoplasmic Reticulum Stress Response (ERSR) in Human Glioma: qHTS | Potency, µM, without a hit: top-dose activation, actives largely listed as activators | U87-MG GRP78 promoter luciferase reporter, 16 h | hit rate 0.02% among 420,000; further: potency means the concentration at half of the fitted maximal effect; series mostly up to about 76 µM; % of control where 0% means no effect; nearly all actives have a fitted effect of over 35% in size
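Stably transfected U87-MG glioma cells carrying a GRP78-based luciferase sensor; 16 h compound incubation. Luminescence end-point read 10 min after Bright-Glo addition at room temperature.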
An asterisk follows results filed as active; ? = inconclusive; · = not tested or not shown; [ ] = remark or other dose. Unless noted, the call rests on the fitted dose curve; in most records, active means well fitted curve in the direction sought with a large enough effect; inconclusive means small, poorly fitted or top-dose-only effect, or another doubt; inactive means no such curve, though single readings can be large; an effect the other way counts as inactive or inconclusive. An excerpt (hit frequency here may not be typical).

SMILES	TrxR1 substrate	Vif-APOBEC3G blk	Vif-A3F inh	IDH1 R132H inh	USP1 inh	TrxR1 inh	RGS4 inhibitor	LDHA block	Glioma ERSR ind
CC(=O)OC1c2ccccc2C(=O)N1c1ccccc1C (stereo not drawn)	2.6%[57.1 µM]	0.6%	-0.7%	9.0%	-3.9%	7.1%[57.1 µM]	5.0%	-1.9	-5.0%
Cc1nnc(SCC(=O)Nc2ccc3c(c2)OCCO3)n1CC1CCCO1 (stereo not drawn)	-0.1%	1.1%	·	-3.0%	-6.8%	9.5%	8.3%	0.6	-7.2%
Cc1cccc(-n2c(C)cc(C(=O)C(=O)Nc3ccccc3F)c2C)c1C	-12.3%	6.5%	-10.0%	-11.2%	-2.3%	-0.4%	-1.8%	2.8	-5.5%
CCCCC(CC)CNC(=O)CCS(=O)(=O)c1cccc2nsnc12 (stereo not drawn)	-5.5%[57.1 µM]	-0.6%	3.2%	-2.0%	-16.3%	3.8%[57.1 µM]	15.1%	1.1	-0.7%
COc1ccc(OC)c(NC(=O)c2ccc(NC(C)=O)cc2)c1	-21.6%[57.1 µM]	5.5%	8.7%	0.0%	-19.6%	6.2%[57.1 µM]	-0.2%	-0.3	-5.2%
O=C(COc1ccccc1Cl)N(Cc1ccco1)C1CCS(=O)(=O)C1 (stereo not drawn)	10.6%[57.1 µM]	-4.3%	0.2%	5.7%	-5.1%	-8.7%[2.29 µM]	1.4%	0.1	-1.3%
O=C(CC1C(=O)NCCN1C(=O)Nc1ccccc1)Nc1ccc2c(c1)OCO2 (stereo not drawn)	-7.3%	2.4%	10.7%	-1.6%	6.3%	4.5%	29.7%	-7.5	2.3%
O=C1OCCN1N1CCOC1=O	-5.5%	-5.9%	9.7%	-0.7%	-6.6%	-9.4%	13.0%	-13.4	-1.9%
CCOc1ccc(NC(=O)CSc2oc(-c3ccc(C)cc3)nc2S(=O)(=O)c2ccc(C)cc2)cc1	4.9%	-1.6%	-13.8%	0.0%	-10.4%	14.9%	-35.2%	4.8	1.0%
COc1cccc(NC(=O)c2cc(-c3ccc(C)o3)nc3ccccc23)c1	8.7%	-7.8%	-24.1%	0.0%	-10.6%	?	?	-10.7	1.4%
CCOc1cccc(C(=O)N/N=C/c2ccoc2)c1	-4.8%	-1.2%	3.2%	-4.0%	-19.6%	3.9%	9.9%	0.8	-4.0%
CN(C)c1nc(NCc2ccccc2)nc(N/N=C/c2ccc3c(c2)OCO3)n1	0.9%[11.4 µM]	-1.8%	-2.1%	2.2%	-12.3%	14.5%[11.4 µM]	-1.4%	-0.1	3.4%
COc1ccc2c(c1)[C@H]1[C@H](CO2)[C@H](c2ccccc2)[C@]2(C)C(=O)Nc3ccccc3C(=O)N12	1.5%	-21.4%	-6.4%	?	-24.8%	20.1%	-2.1%	-4.0	-3.4%
Cn1cccc1C(=S)N=P(C1CCCCC1)(N1CCOCC1)N1CCOCC1	-0.9%	-1.2%	-5.2%	1.1%	-13.4%	-9.5%	-14.8%	-5.7	-5.0%
COC(=O)C1CCCCN1C(=O)CCc1nnc(CCc2c[nH]c3ccccc23)o1 (stereo not drawn)	6.2%	-6.8%	1.3%	3.0%	-19.0%	17.0%	18.8%	-6.4	0.5%
CN(C)Cc1ccccc1CNC(=O)c1ccc(Cl)c(S(=O)(=O)NC2CC2)c1	·	1.2%	-6.8%	10.4%	-19.7%	·	·	-1.9	-3.9%
CCOC(=O)CCc1nc2ccccc2[nH]c1=O	17.2%[57.1 µM]	0.4%	1.2%	-4.7%	-16.9%	12.9%[57.1 µM]	-16.2%	-5.7	-2.1%
COc1ccc(-c2cc(=O)oc3cc(OCC(=O)NCC(O)c4ccccc4)ccc23)cc1 (stereo not drawn)	4.0%	-1.6%	5.9%	-10.4%	-9.7%	7.0%	-5.9%	-1.9	-3.2%
CC(=O)NCCOc1nc(N(C)C)nc(N2CCOCC2)n1	6.5%	-1.7%	-5.9%	6.0%	-18.9%	-1.8%	19.3%	-5.7	-6.0%
O=C(C(c1ccccc1)c1ccccc1)N1CC[C@@]2(O)CCCC[C@H]2C1	2.2%[57.1 µM]	-4.5%	10.2%	2.2%	-9.2%	0.4%[57.1 µM]	6.3%	-2.9	-4.0%
CCCc1cc2c(cc1NC(=O)c1ccc(Br)cc1)OCO2	-2.2%	-0.4%	-4.3%	0.2%	-1.3%	4.3%	16.2%	-9.3	-2.6%
CC1Cc2ccccc2N1C(=O)COC(=O)c1n[nH]c(=O)c2ccccc12 (stereo not drawn)	-0.9%	-4.7%	6.5%	0.5%	-15.7%	12.8%	-53.5%	-2.0	-3.7%
COc1cccc(C(C(=O)NC2CCCCC2)N(Cc2ccco2)C(=O)c2ccccn2)c1 (stereo not drawn)	10.4%[57.1 µM]	-1.5%	1.4%	5.9%	-5.7%	4.2%[57.1 µM]	-22.0%	-3.6	-3.5%
c1csc(-c2nn3c(C4COc5ccccc5O4)nnc3s2)c1 (stereo not drawn)	8.3%[57.1 µM]	-2.0%	6.2%	3.3%	-16.6%	-2.0%	?	-1.8	4.1%
COc1ccc(/C=C2/C(=O)N(CC3CCCO3)C(=S)N2C)c(OC)c1 (stereo not drawn)	-0.2%	-2.0%	-8.0%	9.8%	56.1%[activator]	12.6%	-1.9%	-4.2	-2.6%
O=C(NC1CCCC1)c1cccc(Oc2ccccc2)c1	1.0%	0.7%	-0.9%	20.1%	-22.3%	16.3%	5.7%	1.7	3.1%
CCC(C)(C(=O)NC1CCCC1)N(C(=O)CC1NC(=O)NC1=O)c1c(C)n(C)n(-c2ccccc2)c1=O (stereo not drawn)	2.0%[57.1 µM]	-7.3%	-6.5%	5.7%	-1.5%	14.5%[57.1 µM]	0.3%	-3.8	-9.2%
COc1ccc(N2CCN(CCCNC(=O)Cn3c(=O)c4cccn4c4cccnc43)CC2)cc1	5.1%	-0.5%	-11.4%	1.0%	-19.0%	7.4%	-6.7%	-0.7	-2.1%
O=C(C1CCC(=O)N(C2CCCC2)C1)N1CCN(Cc2cccc(Cl)c2)CC1 (stereo not drawn)	3.5%	0.4%	2.4%	-0.7%	-8.3%	?	-2.0%	-2.9	0.6%
Cc1ccc(C(O)C(=O)c2ccco2)cc1 (stereo not drawn)	-5.9%	0.1%	9.0%	4.1%	-31.5%	-6.1%	-7.1%	-0.1	-2.5%
COc1ccc(CC(=O)N(C)C2CCCCC2)cc1S(=O)(=O)N1CCOCC1	11.6%[57.1 µM]	2.7%	0.0%	-11.6%	-9.2%	20.4%[57.1 µM]	-2.7%	-7.1	-5.8%
C/C=C(/CCC1NCCc2c1[nH]c1ccccc21)[Si](C)(C)C (stereo not drawn)	-5.6%[11.4 µM]	?	-32.9%	-20.8%	?	-9.9%[11.4 µM]	-30.2%	0.3	-7.4%
S=C(NCCCN1CCOCC1)Nc1cccc(Cl)c1	5.4%[57.1 µM]	2.6%	-10.2%	7.3%	1.9%	0.3%[57.1 µM]	15.4%	-5.6	-2.7%
Cc1cccc(NC(=O)CN2C(=O)C(c3ccccc3)=NC23CCC(C)CC3)c1 (stereo not drawn)	2.6%	·	·	·	-0.4%	17.9%	-24.5%	-1.3	·
COCCNC(=S)NCc1ccc2[nH]c3c(c2c1)CCCC3	6.0%	-15.1%	0.6%	2.2%	-19.8%	15.1%	-2.1%	0.6	2.1%
CC(=O)N1CCN(c2ccc(NC(=O)c3ccccc3)cc2)CC1	-6.5%[57.1 µM]	0.2%	6.4%	3.4%	-10.5%	-0.9%[57.1 µM]	-10.5%	-4.5	-0.3%
CCOc1ccccc1NC(=O)CCc1ccc(C)o1	-4.9%[57.1 µM]	-5.7%	7.8%	9.6%	-19.6%	10.7%[57.1 µM]	-27.7%	-1.0	-2.6%
Cc1ccc(C)c(NC(=O)CCN2CCC(C)CC2)c1	-2.4%[57.1 µM]	1.9%	2.2%	9.3%	-15.3%	15.2%[57.1 µM]	-7.7%	2.1	-6.2%
CN(CC(=O)Nc1ccc(F)c(F)c1F)c1ncnc2sccc12	-3.5%[57.1 µM]	2.1%	9.8%	1.5%	-24.3%	-3.8%[57.1 µM]	3.6%	-1.0	-0.7%
CCOc1ccccc1N(CC(=O)NCCSc1ccccc1)S(=O)(=O)c1ccccc1	-6.3%	-16.0%	-5.5%	5.4%	3.9%	10.1%	-10.3%	2.2	-3.4%

Screening results from PubChem.
